Source: PubChem BioAssay (National Center for Advancing Translational Sciences (NCATS))
aSyn tox rescue – qHTS of alpha-syn Inhibitors: NCGC Sytravon Library Screen; S. cerevisiae alpha-synuclein toxicity rescue, BacTiter-Glo growth, 24 h; AID 1347070, 2019; Potency, µM (series often up to 46.1 µM), without a hit: at the highest dose growth rescue (activation), hits mostly activators; actives 0.02% (n = 94,000); active means well fitted activation curve with a large enough effect; inconclusive means small, poorly fitted or top-dose-only effect; further: 0% is about no effect
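Growth restoration measured by BacTiter-Glo luminescence after 24 hr at 30 deg C; alpha-synuclein yeast, raffinose-pregrown to mid-log, were added at OD600=0.02 in galactose medium onto pinned compounds.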
* hit, by the source's call; ? = inconclusive; [ ] = dose if it differs, or a comment. Potency means the concentration at half of the fitted maximal effect.

SMILES	aSyn tox rescue
Cc1ccccc1OCc1ccc(-c2nc(C#N)c(N3CCN(C)CC3)o2)o1	1.1%
N#CCC(=O)Nc1ccc(C(=O)OCC(=O)Nc2ccccc2-c2ccccc2)cc1	-3.7%
CCc1ccc(NC(=O)CN2C(C(=O)OC)=C(c3ccccc3)c3ccccc3S2(=O)=O)cc1	7.8%
Cc1cccc(S(=O)(=O)c2cn(Cc3ccccc3)c3cc(N4CCC(C)CC4)c(F)cc3c2=O)c1	1.0%
COC(=O)c1cc(=O)c2c(C)nc(C(Cl)(Cl)Cl)nc2[nH]1	-17.3%
Cn1nc(-c2ccccc2)c(CO)c1Oc1cccc(C(F)(F)F)c1	14.8%
CCOc1ccc(NC(=O)CCNC(=O)c2ccco2)cc1	-1.5%
Cn1c(SCC(=O)NNC(=O)c2ccccc2)nnc1C1CC1	-5.5%
CCOC(=O)c1sc(=NC(=O)COc2ccc(Cl)cc2)n(C)c1C	-2.3%
O=C(NCc1ccccc1)c1ccc2oc(=O)n(Cc3ccccc3)c2c1	6.2%
CN(C)c1nc(-c2cccnc2)nc(-c2ccccc2)c1C#N	7.0%
CCOC(=O)c1c(C)[nH]c(C(=O)COC(=O)/C=C/c2ccc3c(c2)OCO3)c1C	-3.5%
COc1ccccc1CNC(=O)COc1cccnc1[N+](=O)[O-]	10.3%
CCOC(=O)c1sc2nc3c(SCCC(=O)O)cc(C(=O)c4cc(OC)ccc4O)cn3c(=O)c2c1C	9.9%
Cc1ccc2c(c1)cc1c(=O)n(CC(=O)NC(C)CCc3ccccc3)nc(C)n12 (configuration not stated)	-1.4%
COc1cc2c(cc1OC)C(C)N(C(=S)NC(=O)c1ccccc1)CC2 (configuration not stated)	7.1%
CSc1nnc(-c2cc(Br)ccc2N=Cc2c(C)[nH]n(-c3ccccc3)c2=O)c(=O)[nH]1	-11.0%
CSCCC(NC(=O)c1ccc([N+](=O)[O-])cc1Cl)C(=O)OCC(=O)N1CCN(C(C)=O)CC1 (configuration not stated)	-10.5%
COc1ccc(NC(=O)c2c(-c3ccccc3)c(-c3ccccc3)nn(C)c2=O)cc1OC	-5.9%
O=C(Nc1c(C(=O)c2ccc(Cl)cc2)oc2ccccc12)c1cc(=O)c2ccccc2o1	-9.2%
Clc1cccc(CSc2ccc(-c3cccs3)nn2)c1	-11.0%
Cc1ccc(NC(=O)COC(=O)COc2cccc3c2OC(C)(C)C3)cc1S(=O)(=O)N1CCOCC1	2.2%
CCCCSc1nnc(-c2c[nH]c3ccccc23)n1C	-5.1%
Cc1cccc(C(=O)NCC(c2ccco2)N2CCc3ccccc32)c1 (configuration not stated)	-6.5%
CCN1C(=O)c2cccc3c(S(=O)(=O)NC(Cc4ccccc4)C(=O)O)ccc1c23 (configuration not stated)	-0.5%
CC(C)c1ccc(NC(=O)c2cc(S(=O)(=O)N(C)C3CCCCC3)ccc2F)cc1	3.0%
Cn1c(SCC(=O)N/N=C/c2ccc([N+](=O)[O-])s2)nnc1-c1ccc(Cl)cc1	-59.2%[inhibitor]
O=C(CSCc1ccccc1Cl)NCc1ccc(Cl)c(Cl)c1	8.6%
Cc1ccc(OCC(=O)Nc2ccc3nn(-c4ccc(Cl)cc4)nc3c2)cc1	4.0%
CCC(C(=O)NCc1ccco1)N(C(=O)CNS(=O)(=O)c1ccc(F)cc1)c1ccccc1F (configuration not stated)	10.2%
CC(=O)Nc1ccc(NC(=O)CSc2nnc3c4cc(Br)ccc4n(C)c3n2)cc1	-5.7%
O=C(OCC(=O)N1CCCC1=O)c1ccc(Cl)cc1[N+](=O)[O-]	8.0%
CN1/C(=C\C(=O)COC(=O)c2nccnc2N)C(C)(C)c2ccccc21	-8.4%
CN(C)CCNC(=O)c1ccc2nc(CCc3ccccc3)oc2c1	8.7%
COc1ccc(-c2nc(C)c(CCNC(=O)c3ccco3)s2)cc1	5.3%
O=C(CSc1nccn1Cc1ccccc1)Nc1ccc2c(c1)OCCO2	9.8%
CC(C)(C)c1ccc(/C=N/NC(=S)NCc2ccccc2)cc1	14.8%
CC1CCc2onc(C(=O)N3CCN(c4ccccc4)CC3)c2C1 (configuration not stated)	-7.2%
C/C(CC(=O)Nc1ccccn1)=N\NC(=O)c1cccc(C)c1	-4.2%
Cc1cccc(C)c1NC(=O)CN(Cc1ccc(Br)cc1)S(=O)(=O)c1ccccc1	-4.1%
COc1ccc(-c2ccc3[nH]c4c(c3c2)CCN2C[C@@H]([C@H](C)OC(=O)Nc3cc(Cl)cc(Cl)c3)[C@@H](N(C)C(=O)Nc3cc(Cl)cc(Cl)c3)C[C@@H]42)cc1	6.0%
Cc1ccc(NC(=O)CN(C)C(=O)c2ccc(Cl)nc2)cc1	-1.2%
CCc1ccc(NC(=O)C(=O)NCC(c2ccc3c(c2)OCO3)N2CCOCC2)cc1 (configuration not stated)	-1.5%
CN(C)c1cccc(NC(=O)NC2(C)CCS(=O)(=O)C2)c1 (configuration not stated)	5.3%
O=C(CCn1nc(-c2ccc(Cl)cc2)c2ccccc2c1=O)Nc1ccc(OC(F)(F)F)cc1	-14.8%
Cc1cccc(NC(=O)Cc2ccc(-n3c(C)nc4cccnc43)cc2)c1C	-1.6%
O=C(NCCOc1ccccc1)N1[C@H]2CC[C@@H]1C=C(c1ccc(F)cc1OCc1ccccc1)C2	0.3%
Cc1c(O)nc2ccccn2c1=O	-1.5%
COc1ccc(-n2nc3cc(C)c(NC(=O)Cc4ccc(Cl)cc4)cc3n2)cc1	-10.4%
COc1ccc(Cl)cc1NC(=O)c1cc(S(=O)(=O)N2CCCC2)cn1C	-2.1%
Cc1coc2c(C)c3oc(=O)c(CCC(=O)NCCc4ccc(Cl)cc4)c(C)c3cc12	-10.0%
COc1ccc2c(c1)c1c(c(=O)n(-c3cc(Cl)ccc3C)c(=O)n1CC(=O)N1CCCC1)n2C	-2.3%
CC(C)COc1ccc(C(=O)Nc2cc3nn(-c4ccccc4)nc3cc2Cl)cc1	-7.8%
CCOc1cc(CNC(=O)c2ccc(C)c(NC(=O)c3nsc4ccccc34)c2)ccc1OC	-4.7%
CCCCCCCCC(=O)c1c(OC)oc(C=O)cc1=O	-72.1%[inhibitor]
COCCNC(=S)N1CCC(NC(=O)c2ccco2)CC1	-15.9%
COc1cc(S(=O)(=O)Nc2ccccc2C)ccc1NC(=O)c1ccncc1	3.8%
O=C(CSc1nc2ccccc2c(=O)[nH]1)N1CCN(c2ccccc2F)CC1	-2.1%
CS(=O)(=O)Nc1nnc(C2CCCC2)s1	-1.2%
COCCN(C(=O)COC(=O)c1c(C)nn(-c2ccccc2)c1C)c1c(N)n(Cc2ccccc2)c(=O)[nH]c1=O	-1.2%

Random excerpt: 4 entries already listed
SMILES	aSyn tox rescue
C/C(CC(=O)Nc1ccccn1)=N\NC(=O)c1cccc(C)c1	-4.2%
CCc1ccc(NC(=O)C(=O)NCC(c2ccc3c(c2)OCO3)N2CCOCC2)cc1 (configuration not stated)	-1.5%
CC1CCc2onc(C(=O)N3CCN(c4ccccc4)CC3)c2C1 (configuration not stated)	-7.2%
COCCN(C(=O)COC(=O)c1c(C)nn(-c2ccccc2)c1C)c1c(N)n(Cc2ccccc2)c(=O)[nH]c1=O	-1.2%

Next section
SMILES	aSyn tox rescue
CC(=O)c1ccc(NC(=O)Cn2c(=O)cc(C)c3c(C)nn(-c4cccc(F)c4)c32)cc1	-3.1%
O=C(Nc1ccc2c(c1)CCCN2C(=O)c1cccs1)c1ccccc1C(F)(F)F	0.2%
O=C1[C@@H]2Cc3c([nH]c4ccccc34)C(c3ccccc3)N2C(=O)CN1C1CCN(Cc2ccccc2)CC1 (some centres not stated)	-47.9%[inhibitor]
COc1ccccc1CNC(=O)C1CCCN(S(=O)(=O)c2ccc3c(c2)CCCN3C(C)=O)C1 (configuration not stated)	-4.0%
O=C(CS(=O)(=O)c1ccccc1)NC1CCCCC1	-11.4%
COc1ccc(-c2ccc3[nH]c4c(c3c2)CCN2C(=O)[C@@H]([C@H](C)O)[C@@H](N(C)C(=O)Nc3ccc(F)cc3)C[C@@H]42)cc1	-11.3%
CCn1cc(C(=O)NCCc2ccc(OC)c(OC)c2)c(=O)c2cc(S(=O)(=O)N3CCC(C)CC3)ccc21	4.4%
CN(C)c1ccc(C=C2C=C(c3ccccc3)OC2=O)cc1	-11.3%
COC(=O)c1nn(-c2ccccc2)c(Cl)c1/C=N/OCc1c(Cl)cccc1Cl	1.3%
O=C(CNC(=O)c1ccccc1Br)N/N=C/c1ccccc1O	-3.4%
O=C(Nc1c2c(nn1-c1ccc(Cl)cc1)CS(=O)(=O)C2)c1ccccc1F	-8.3%
COc1nc(-c2ccc(C)cc2)ccc1-c1noc(-c2ccccc2Br)n1	-9.7%
COc1ccc(-c2noc(CSc3nc(N)cc(=O)[nH]3)n2)cc1OC	-5.8%
COc1cc(/C=C2/SC(=S)N(Cc3ccccc3)C2=O)cc(Cl)c1O	10.0%
COc1ccc(C(=O)NCCNC(=O)c2ccccn2)cc1	-2.7%
CCOC(=O)c1sc(NC(=O)c2nc3ncccn3n2)c(C(=O)OC)c1C	4.9%
CCCN1C(=O)C(Cc2nc3ccccc3c(=O)n2-c2ccc(OC)cc2)c2cc(C)ccc21 (configuration not stated)	-5.4%
COc1cccc(NC(=O)Nc2ccc3c(c2)N(C)C(=O)c2ccccc2S3)c1	-10.7%
CNC(=O)c1c(NC(=O)CS(=O)(=O)c2ccc(Cl)cc2)sc(C)c1C	-4.0%
Cc1ccc(/C=C(\NC(=O)c2ccc(C)cc2)C(=O)NCCCn2ccnc2)cc1	-11.6%
COc1cc(C(=O)NC(=S)NCc2ccncc2)cc(OC)c1OC	-13.8%
CCOC(=O)c1ccc(NC(=O)c2c(NCc3sccc3C)sc3c2CCC(C)C3)cc1 (configuration not stated)	-11.0%
Cc1ccc(CNC(=O)CCCc2nnc3n(C)c(=O)c4sccc4n23)cc1	1.7%
COc1ccc(C(C)=O)cc1CN(c1ccccc1OC)S(=O)(=O)c1cccs1	0.0%
COc1cccc2c1cc1c(=O)n(CC(=O)N3CCN(c4cccc(C)c4)C(C)C3)nc(C)n12 (configuration not stated)	-8.1%
O=C(Nc1ccn(CCCNCCc2ccccn2)c(=O)n1)OCc1ccccc1	-1.7%
CC(C)c1noc(-c2ccccc2OCC(=O)Nc2ccccc2[N+](=O)[O-])n1	25.0%
O=C(O)C/C(=C\c1cc2c(cc1Br)OCO2)c1nc2ccccc2s1	-11.2%
CCc1noc(-c2ccc(N(C)Cc3ccc(OC)cc3)c([N+](=O)[O-])c2)n1	9.5%
COC(=O)CNc1cc(S(=O)(=O)N2CCCCC2)ccc1Oc1cccc(C)c1	11.4%
Cc1ccc(-c2nnc(SCc3ccccc3)o2)cc1	3.2%
O=C(CCS(=O)(=O)c1ccccc1)N(Cc1cccnc1)c1nc2c(Cl)cccc2s1	8.8%
CC(C)(C)C(=O)Nc1ccc(N2CCN(c3ccc(C(F)(F)F)cn3)CC2)nc1	4.9%
Nc1nc2c(s1)CCc1c-2cnn1-c1ccccc1	?
CCOc1ccc(CNC(=O)CCC(=O)N2CC(C)Sc3ccccc32)cc1 (configuration not stated)	-1.8%
CCc1ccccc1N(C)C(=O)c1sc2nc3n(c(=O)c2c1C)CCCCC3	8.0%
O=S(=O)(c1ccccc1)c1nc(-c2cccs2)oc1SCc1ccccc1Cl	2.0%
CCOC(=O)N1CCC(N2C(=O)c3ccccc3C2Nc2ccc(C)cc2)CC1 (configuration not stated)	-3.3%
COCc1cc(C)nc2c1C(=O)NC(c1ccc(F)cc1)N2Cc1ccccc1 (configuration not stated)	2.0%
O=C(Nc1ccccc1F)c1nc(SCc2ccccc2F)ncc1Cl	-1.6%

Given in markdown: part of the list above
| mol | aSyn tox rescue |
| --- | --- |
| Nc1nc2c(s1)CCc1c-2cnn1-c1ccccc1 | ? |
| CCOc1ccc(CNC(=O)CCC(=O)N2CC(C)Sc3ccccc32)cc1 (configuration not stated) | -1.8% |

The results go on:
SMILES	aSyn tox rescue
COc1cccc2cc(C(=O)NCCc3c(C)[nH]c4ccc(Br)cc34)c(=O)oc12	5.9%
CCSC1=NC2(CCN(C(=O)NC3CCCCC3)CC2)N=C1c1ccc(C)cc1	7.2%
COC(=O)NC(=S)N1CCOCC1	3.0%
Cc1ccc(C)c(NS(=O)(=O)c2ccc(-n3cccn3)cc2)c1	-3.1%
O=C(CN1C(=O)NC2(CCc3ccccc32)C1=O)c1ccc(Cl)cc1 (configuration not stated)	20.5%
COc1cc(C(=O)NCc2nc3cccnc3n2Cc2ccc(C)cc2)cc(OC)c1OC	5.3%
CCOc1ccc(NC(=O)CSc2nc3c(oc4ccccc43)c(=O)n2-c2ccccc2C)cc1	-1.9%
CCN1C(=O)c2cccc3c(S(=O)(=O)N4CCCC4C(=O)O)ccc1c23 (configuration not stated)	5.5%
FC(F)(F)Oc1ccc(NC(=S)Nc2ccccc2N2CCOCC2)cc1	-3.4%
CCOc1ccccc1NC(=O)c1cccc2c1C(=O)N(C1CCCCC1)C2	1.8%
COc1ccccc1NCC(=O)N/N=C(\C)c1cccs1	-8.0%
CCc1cccc(CC)c1NC(=O)Cn1c(-c2ccccc2Cl)nc2ccccc21	1.0%
COc1cccc(NC(=O)CN(C)C(=O)c2ccc(Cl)c(S(=O)(=O)N3CCCCCC3)c2)c1	-10.0%
COCCOc1ccc(C(F)(F)F)cc1NC(=O)COC(=O)c1cc[n+]([O-])cc1	0.9%
CC(=O)c1ccc(NC(=O)COC(=O)C2C3CC4OC(=O)C2C4C3)cc1 (configuration not stated)	-4.7%
Cn1c(C(=O)NC2CCCCC2)cc2c(=O)n(C)c3ccccc3c21	-6.3%

Structural class: the compounds so far with a COOH group
SMILES	aSyn tox rescue
CCOC(=O)c1sc2nc3c(SCCC(=O)O)cc(C(=O)c4cc(OC)ccc4O)cn3c(=O)c2c1C	9.9%
CCN1C(=O)c2cccc3c(S(=O)(=O)NC(Cc4ccccc4)C(=O)O)ccc1c23 (configuration not stated)	-0.5%
O=C(O)C/C(=C\c1cc2c(cc1Br)OCO2)c1nc2ccccc2s1	-11.2%
CCN1C(=O)c2cccc3c(S(=O)(=O)N4CCCC4C(=O)O)ccc1c23 (configuration not stated)	5.5%

An excerpt; rates above refer to the full screens.
